Screens from PubChem.
aSyn yeast rescue: qHTS of alpha-syn Inhibitors: NCGC Sytravon Library Screen; S. cerevisiae alpha-synuclein toxicity rescue, BacTiter-Glo growth, 24 h; Potency, µM (top dose mostly 46.1 µM), for inactives: at the highest dose growth rescue (activation), actives largely listed as activators; hit rate 0.02% among 94,000; AID 1347070, 2019; active = well fitted activation curve with a large enough effect; inconclusive = small, poorly fitted or top-dose-only effect; note: 0% is about no effect
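Growth restoration measured by BacTiter-Glo luminescence after 24 hr at 30 deg C; alpha-synuclein yeast, raffinose-pregrown to mid-log, were added at OD600=0.02 in galactose medium onto pinned compounds.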
Active calls of the source: *; ? = inconclusive; [ ] = remark or other dose. Potency is the fitted concentration of half-maximal effect. Not all compounds are listed. The share of hits here may be higher or lower than overall.

SMILES	aSyn yeast rescue
O=C(CSC1=Nc2ccccc2N=C(c2ccc(F)cc2)C1)NCc1ccccc1Cl	-2.0%
COc1ccc(-n2nc(C(=O)O)c(=O)n(C)c2=O)cc1	9.4%
Cc1ccc(NC(=O)C(C)OC(=O)Cc2c[nH]c3ccccc23)cc1 (configuration not stated)	5.2%
CCc1ccccc1NC(=O)c1ccc2c(c1)nnn2C1CCCC1	-10.7%
CC(=O)N1CCc2c(sc(NC(=O)CSc3ccccc3)c2-c2nc3ccccc3s2)C1	19.4%
CN(C)CCCN(C(=O)c1ccco1)c1nc2ccc(Cl)cc2s1	0.2%
O=C(NCCN1CCCC1)c1ccc(Cn2c(=S)[nH]c3ccc(Br)cc3c2=O)cc1	-9.5%
NC(=O)CSc1nc2cc3c(cc2c(=O)n1CCCCCC(=O)NCc1ccc2c(c1)OCO2)OCO3	9.4%
O=C(C1CC1)N1CCc2cc(Br)cc(S(=O)(=O)N3CCN(c4cccc(Cl)c4)CC3)c21	5.5%
O=C(CN1C(=O)NC2(CCCC2)C1=O)OCc1ccc(Br)cc1	4.2%
Cc1csc(SCC(=O)Nc2ccc(CC#N)cc2)n1	-8.5%
Cc1cc(C)c(OCC(=O)OCC(=O)NCc2ccco2)c(C)c1	9.0%
O=C(CCC(=O)N1CCSc2ccccc21)NCc1ccc(Cl)cc1	7.1%
COc1ccc(C(=O)Nc2nc3n(n2)C(c2ccc(Cl)cc2)C=C(c2ccccc2)N3)cc1OC (configuration not stated)	3.7%
Cc1cccc(N2CCN(C(=O)CCSCc3ccccc3F)CC2)c1C	?
CC(=O)c1cccc(Nc2c3c(nc4nc(-c5cccs5)nn24)CCCC3)c1	11.6%
Cc1cccc(Cn2c(-c3cccc(Br)c3)nc3ccccc32)c1	-10.6%
O=C(O)c1cccc(CSc2n[nH]c(-c3ccc(Cl)cc3Cl)n2)c1	13.9%
COc1ccc(-c2nc3nc(C)cc(N4CCN(c5cccc(C(F)(F)F)c5)CC4)n3n2)cc1	4.6%
Cc1ccc2c(c1)N(CC(=O)N1CCN(C3CCCCC3)CC1)C(=O)CO2	3.4%
COC(=O)NNC(=O)C(c1ccccc1)c1ccccc1	-0.4%
Cc1cccc(Nc2c(-c3ccsc3)nc3nc(C)cc(C)n23)c1	-5.7%
COc1ccc(/C=N/NC(=O)c2ccncc2)cc1Cn1nc([N+](=O)[O-])c(Br)c1C	-17.4%
O=c1ccc2cc(S(=O)(=O)NCc3ccccc3)ccc2[nH]1	-0.4%
COc1ccc(C2c3ccc4ccccc4c3Oc3ncn(CCCO)c(=N)c32)cc1 (configuration not stated)	7.5%
Cc1ccc(NC(=O)CCCn2c3ccccc3c(=O)c3cc(C)ccc32)c(Br)c1	-31.7%[inhibitor]
CC(C)n1cnc(S(=O)(=O)N2CCCC(C(=O)NCc3ccccc3Cl)C2)c1 (configuration not stated)	-10.5%
COc1ccc(-c2ccc(CO)o2)cc1N	1.9%
CCCC1NC(=O)c2cccnc2-n2c1nc1cc(F)c(F)cc1c2=O (configuration not stated)	-3.6%
CC(=O)NC(CCS(C)(=O)=O)C(=O)Nc1ccc2c(c1)OCO2 (configuration not stated)	-10.2%

Next part, starting with the last two of the part before.
SMILES	aSyn yeast rescue
CCCC1NC(=O)c2cccnc2-n2c1nc1cc(F)c(F)cc1c2=O (configuration not stated)	-3.6%
CC(=O)NC(CCS(C)(=O)=O)C(=O)Nc1ccc2c(c1)OCO2 (configuration not stated)	-10.2%
CN1C(=O)Cc2cc(S(=O)(=O)NCCc3ccccc3)ccc21	-5.4%
O=[N+]([O-])c1ccccc1N/N=C\c1ccccc1F	0.0%
CCc1nn(CC(=O)Nc2ccc(C)c(F)c2)c(=O)c2cc3cc(C)ccc3n12	2.3%
CCOC(=O)N1CCC(NC(=O)c2cnn(-c3ccc(C)cc3C)c2C2CCN(C(=O)OC(C)(C)C)CC2)CC1	-4.9%
COc1ccc(C(=O)N(C)CCOc2ccc(Cl)cc2)cc1S(=O)(=O)N1CCCC1	1.3%
O=C(NCc1ccc(Cl)cc1)c1ccc2c(Cl)c3c(nc2c1)CCCC3	10.8%
O=C(CSc1ncnc2scc(-c3ccccc3)c12)Nc1ccc(C(=O)O)cc1	29.8%
COc1ccc(Nc2nc3ccccc3nc2NS(=O)(=O)c2ccc(C)cc2)c(OC)c1	-5.2%
COc1ccc(/C=N/NC(=O)c2ccc(NC(=O)c3cccc([N+](=O)[O-])c3)cc2)c(OC)c1	-5.7%
CCC(=O)N(Cc1cc(=O)[nH]c2ccccc12)c1ccccc1C	3.0%

Part of the list above in order of SMILES length, ascending.
SMILES	aSyn yeast rescue
CN1C(=O)Cc2cc(S(=O)(=O)NCCc3ccccc3)ccc21	-5.4%
CCc1nn(CC(=O)Nc2ccc(C)c(F)c2)c(=O)c2cc3cc(C)ccc3n12	2.3%
COc1ccc(Nc2nc3ccccc3nc2NS(=O)(=O)c2ccc(C)cc2)c(OC)c1	-5.2%

(listing goes on)
SMILES	aSyn yeast rescue
COc1cccc(COC(=O)Nc2ccccc2F)c1	5.1%
Cc1cc(NC(=O)CSc2c(C)[nH]c3ccccc23)no1	-4.2%
O=C(NN=Cc1ccc2c(c1)CCC2)c1ccccc1O	1.9%
Brc1cc2c(cc1/C=N/Nc1nc(N3CCOCC3)nc(N3CCOCC3)n1)OCO2	-0.8%
Cc1ccc(C(=O)OCc2nc3ccccc3s2)o1	5.7%
COC(=O)C(CCSC)Nc1ncnc2onc(-c3ccc(F)cc3)c12 (configuration not stated)	6.0%
CC(C)C(C(=O)NCc1ccco1)N(Cc1ccco1)C(=O)CNS(=O)(=O)c1ccccc1 (configuration not stated)	5.0%
Cc1cccc(N2C(=O)CS/C2=N\NC(=O)c2cccnc2)c1C	-2.6%
Cc1c(C)n(CCCN(C)C)c2ncnc(NCc3ccccc3)c12	-5.2%
CC(C)(CO)C(O)C(=O)NCCC#N (configuration not stated)	2.0%
O=C1NC(Cc2ccc(O)cc2)c2nc3cc(Cl)ccc3c(=O)n2-c2cc3ccccc3cc21 (configuration not stated)	-5.3%
COC(=O)/C=C/c1c(C)[nH]c(=O)[nH]c1=O	-8.2%
Cc1cc(SCC(=O)N2c3ccccc3NC(=O)CC2C)nc2ccccc12 (configuration not stated)	-3.1%
COC(=O)c1cc(-c2ccc(OC)cc2F)nc2nc(SC)[nH]c(=O)c12	-0.8%
COc1ccc(-n2cc(C(=O)NCc3ccccc3Cl)c3ccccc3c2=O)cc1	-3.4%
Cc1ccc(S(=O)(=O)C(CNC(=O)C(=O)NCCc2ccc(Cl)cc2)c2cccs2)cc1 (configuration not stated)	2.5%
CCCCC(=O)Nc1sc2c(c1C#N)CC(C)(C)OC2	3.8%
C=CCn1c(=N)n(CC(O)COc2ccccc2OC)c2ccccc21 (configuration not stated)	-2.7%
COc1ccc(S(=O)(=O)NCc2ccccn2)cc1C	3.8%
Cc1ccc(Cl)cc1N1CCN(CCCNc2ncnc3onc(-c4ccc(F)cc4)c23)CC1	-0.8%
S=c1[nH]c2ccc(Cl)cc2s1	-29.0%
CCc1ccc(CN(Cc2ccco2)C(=O)c2cc(-c3ccc(C)c(F)c3)on2)cc1	5.5%
O=C(Nc1ccc(F)cc1)c1cc2cc3ccc(Cl)cc3nc2o1	-4.4%
CC1CN(C(=O)N2CCC(C(=O)NCc3ccco3)CC2)c2cc(Cl)ccc2O1 (configuration not stated)	1.0%
C[C@H](CO)N1C[C@H](C)[C@@H](CN(C)Cc2ccc3c(c2)OCCO3)OCc2cnnn2CCCC1=O	-0.5%
COc1ccc(Cl)cc1C(=O)NCC(c1ccco1)N(C)C (configuration not stated)	15.2%
CCOC(=O)c1ccccc1NC(=O)N(C)CCc1c(C)nn(CC)c1C	1.0%
CCN(CC(=O)NC(C)(C)C)Cc1cc(=O)n2c(-c3ccccc3)csc2n1	-5.0%
COc1ccc(-n2c(=O)c(CCC(=O)N3CCN(c4cccc(OC)c4)CC3)nc3ccccc32)cc1	7.6%
CCc1ccccc1NC(=O)C1CCN(C2=NS(=O)(=O)C(c3ccc(C)c(C)c3)=C2C)CC1	1.8%
Cc1csc(SCC(=O)Nc2ccc(C)c(S(=O)(=O)N(C)C)c2)n1	2.3%
Cc1ccc(C)c2c1cc(C)c1nnc(SCC(=O)Nc3cccc(C(=O)O)c3)n12	3.3%
Cc1csc(NC(=O)CSc2nnc(Cn3c(=O)sc4ccccc43)n2-c2ccccc2)n1	-6.8%
COCCn1c(=O)[nH]c2cc(C(=O)N3CCN(c4ccc(Cl)cc4)CC3)ccc2c1=O	-3.8%
COc1cc(-n2c(=O)c3ccccc3n(CC(=O)c3ccc(F)cc3)c2=O)cc(OC)c1OC	2.3%
COc1cc(OC)c(NC(=O)Cn2cnc3nc4c(cc3c2=O)CCCC4)cc1Cl	2.4%
Cc1ccc(CCNS(=O)(=O)c2ccc3c(c2)CCN3C(=O)CCC(=O)O)cc1	0.4%
CCSC1=NCCN1C(=O)Cc1ccc(-c2ccccc2)cc1	11.2%
CCc1ccccc1NC(=O)COc1cccc(-n2cnnn2)c1	-1.3%
Cc1cccc(CSc2ncc(Cl)c(C(=O)Nc3nnc(C)s3)n2)c1	-6.1%
Cc1cc(NC(c2nnc(-c3ccccc3)o2)c2ccccc2F)ccc1Br (configuration not stated)	6.6%
CN(C)CCCN(C(=O)c1ccc(S(=O)(=O)N2CCCCCC2)cc1)c1nc2cc3c(cc2s1)OCO3	8.5%
CCC1CN(C(=O)NCc2ccc(F)cc2)c2cc(Cl)ccc2O1 (configuration not stated)	11.1%
Cc1cc(C)c(NC(=O)CNC(=O)COC(=O)CN2C(=O)NC3(CCCC3)C2=O)c(C)c1	5.1%
COC(=O)Cn1nc(C)c2c(C)n(-c3ccccc3)nc2c1=O	1.0%
COc1ccc(N(C)C(=O)c2nc(-c3cccc(F)c3)n3c2CCCCC3)c(OC)c1	-3.9%
Cc1ccc(N2CCN(S(=O)(=O)c3ccc(-n4cnnn4)cc3)CC2)c(C)c1	-0.3%
Cc1ccc(C)c(CSc2nnc3[nH]c(=O)cc(C)n23)c1	1.4%
Nc1nc(N)c2cc(S(=O)(=O)c3ccc4ccccc4c3)ccc2n1	-8.0%
CCNC(=O)CC1C(=O)N(c2ccc(F)cc2)C(=O)N1Cc1ccc(C)cc1 (configuration not stated)	6.8%
(next part)
SMILES	aSyn yeast rescue
CCc1ccc(NC(=O)C2CCCN2c2nn3c(=O)cc(C)nc3s2)cc1 (configuration not stated)	7.3%
O=c1cc2nc(-c3cccs3)nc(SCCOc3ccc(Cl)cc3)n2[nH]1	-2.4%
O=S(=O)(c1ccccc1)c1nc(-c2ccccc2)oc1N1CCN(c2cccc(Cl)c2)CC1	-12.4%
COc1cccc(C(=O)N2CCN(Cc3nc(-c4ccoc4)oc3C)CC2)c1	-2.9%
N#C/C(=C\c1ccccc1)c1nc(-c2cc3cc(Br)ccc3oc2=O)cs1	-5.8%
Cc1c(NC(=O)COc2c(F)c(F)c(F)c(F)c2F)c(=O)n(-c2ccccc2)n1C	-8.3%
Cc1cc(NC(=O)COC(=O)COc2ccc3c4c(c(=O)oc3c2)CCC4)no1	1.7%
COc1ccccc1NC(=O)C1=C(C)Nc2nc(SCc3cc(C)ccc3C)nn2C1c1ccccc1 (configuration not stated)	-6.3%
Cc1cccc(CNC(=O)c2ccc(N3Cc4ccccc4Oc4ncccc43)s2)c1	5.8%
CCOc1ccc(NC(=O)CCC(=O)NNC(=O)COc2ccc(C)cc2)cc1	-0.3%
CCOC(=O)c1cccc(NC(=O)Nc2ccc3c(c2)N(C)C(=O)c2ccccc2S3)c1	3.6%
COc1ccc2oc(-c3ccc(C)c(NC(=O)COc4cc(C)cc(C)c4)c3)nc2c1	-11.7%
CCOc1ccccc1CNC(=O)CN1C(=O)c2cccnc2Oc2ccc(C)cc21	-4.9%
CC(C)(C)NC(=O)C(c1ccccc1)N(C(=O)CNC(=O)c1cccs1)c1cccnc1 (configuration not stated)	-7.3%
COc1ccc(NC(=O)c2sc3nc(C)c(C(=O)Nc4ccc(C)cc4C)c(-c4ccccc4Cl)c3c2N)cc1	4.4%
CCC(=O)N1CCc2cc(Br)cc(S(=O)(=O)N(C)c3ccc(OC)cc3OC)c21	-33.7%[inhibitor]
COc1ccc(CNC(=O)C2=Cc3cccc(OC)c3OC2)cc1OC	5.5%
COc1ccc(CN(C(=O)Nc2cccc(OC)c2)C2CCN(C(C)=O)CC2)cc1	-2.0%
CCOc1ccc(NC(=O)CC2C(=O)N(c3ccc(OC)cc3)C(=O)N2CCC2=CCCCC2)cc1 (configuration not stated)	2.6%
Cc1cc(-c2ccc(C)c(S(=O)(=O)Nc3ccc(C)c(N(C)C)c3)c2)on1	-2.2%

Fetched by compound from the list above, 3 records:
SMILES	aSyn yeast rescue
COc1ccc2oc(-c3ccc(C)c(NC(=O)COc4cc(C)cc(C)c4)c3)nc2c1	-11.7%
Cc1cc(-c2ccc(C)c(S(=O)(=O)Nc3ccc(C)c(N(C)C)c3)c2)on1	-2.2%
CC(C)(C)NC(=O)C(c1ccccc1)N(C(=O)CNC(=O)c1cccs1)c1cccnc1 (configuration not stated)	-7.3%

New compounds follow:
SMILES	aSyn yeast rescue
COc1ccc(CCNc2nc3cc(OC)c(OC)cc3c3nc(-c4ccccc4)nn23)cc1OC	4.6%
COc1ccc(NC(=O)CSc2cn(CCNC(=O)c3c(F)cccc3F)c3ccccc23)cc1	-3.0%
CCOc1ccc2nc(SCC(=O)NC3CCCc4ccccc43)sc2c1 (configuration not stated)	-1.1%
COc1ccccc1N(C(=O)NCc1ccccc1)C1=NCC(C)S1 (configuration not stated)	0.0%
COc1ccc(CCNC(=O)CCCCn2c(=O)c3ccccc3n(CC(=O)Nc3c(C)cccc3C)c2=O)cc1OC	-6.1%
O=C(NCCc1ccccc1)c1cc(Nc2ccccc2)nc2ccccc12	-4.0%
Nc1nnc(SCC(=O)Nc2ccccc2)s1	-0.7%
CCC(=O)Oc1c(Sc2ccc(Cl)cc2)c(C)nn1C(C)(C)C	-10.7%
COc1cccc(NC(=O)CSc2nnc(CNC(=O)c3ccco3)n2C)c1	-5.6%
